# Mito fusion yeast = inhibitors of mitochondrial division or activators of mitochondrial fusion; S. cerevisiae fusion-defective mutant growth rescue, CellTiterGlo 48 h; Potency, µM (titrated, usually from 46.1 µM), for the others: at the highest dose growth rescue (activation), most hits filed as activators; hit rate 0.23% among 320,000;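 further: potency means the concentration at half of the fitted maximal effect; % of control where 0% means no effect; nearly all actives have a fitted effect of over 45% in size; temperature-sensitive fusion mutants such as fzo1-1 at 37 °C on non-fermentable ethanol glycerol medium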
#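 Growth-rescue viability read-out: after 48 h at the non-permissive 37C in glycerol/ethanol YPEG, yeast mitochondrial fusion mutants are measured by CellTiterGlo luminescence; compounds (23 nl pinned per well) restoring growth score as division inhibitors or fusion activators.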
# ELG1 repair inh = inhibitors of ELG1-dependent DNA repair in HEK293T cells | HEK293T ELG1-luciferase reporter, luminescence, 16 h; DNA damage induced by 5-fluorouridine | Potency, µM (titrated, usually from 46.1 µM), without a hit: top-dose activity change, negative = inhibition, hits mostly inhibitors | hit rate 2.3% among 330,000 | AID 504467; further: potency means the concentration at half of the fitted maximal effect; on the % scale 0 is the no-effect control and ±100 the full control effect; nearly all actives have a fitted effect of over 55% in size
#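 DMSO vehicle served as the neutral condition. Each well held 2,000 cells given 5-fluorouridine plus compound; after 16 hr at 37 °C/5% CO2, ONE-Glo was added and luciferase measured 30 min later.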
# A-T KAP1 phos = potential ataxia-telangiectasia treatments restoring KAP-1 phosphorylation | […] A-T fibroblasts, KAP-1 phosphorylation AlphaLISA; neocarzinostatin DNA damage 30 min before lysis | Potency, µM (series often up to 57.5 µM), inactives show top-dose activation, usual class: activators | hit rate 0.19% among 320,000; further: potency means the concentration at half of the fitted maximal effect; % of control where 0% means no effect; nearly all actives have a fitted effect of over 45% in size
#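 ATM-like activity read as KAP-1 phosphorylation via AlphaLISA donor/acceptor antibody pairs after lysis and 6 hr at 25C. Cells were ATM-null patient fibroblasts ([…], hTERT), dosed 60 min, then exposed to the DSB inducer NCS for 30 min.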
# TCR act = T cell receptor activation. primary human leukocytes, anti-CD3, IL-2 HTRF, 48 h. Potency, µM (highest dose often 9.22 µM), for the others: at the highest dose activation of IL-2 secretion, actives largely listed as activators. 330,000 tested, under 10 active. AID 504894; further: % of control where 0% means no effect
#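 Primary human leukocytes incubated 48 hr with anti-CD3 beads plus compound, without co-stimulation. Secreted IL-2 measured by HTRF (europium cryptate/d2 anti-IL-2 pair, 320 nm excitation, 665 nm emission).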
# TSG101-PTAP inh = blocks PTAP/TSG101 interaction to inhibit HIV-1 budding; Potency, µM (doses to about 115 µM), without a hit: top-dose activity change, negative = inhibition, usual class: inhibitors; AID 493005; 340,000 tested, under 10 active; Fluorescence polarization, FITC-PTAP peptide / Tsg101 binding; Q99816; active means well fitted inhibition curve with a large enough effect in the main read-out, with a control signal flat, not every such curve was filed as active; inconclusive means small, poorly fitted or top-dose-only effect, or effect the other way, or a change in a side signal; inactive means no such curve, though single readings can be large or run the other way; further: potency means the concentration at half of the fitted maximal effect; % of control where 0% means no effect
#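 Fluorescence anisotropy tracks displacement of a FITC-tagged PTAP peptide (50 nM) from the Tsg101 binding domain (10 uM), following a 20 min room-temperature incubation at pH 7.5.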
# Tb PFK inh = blocks T. brucei phosphofructokinase. T. brucei PFK, ADP-Glo luminescence. Potency, µM (titrated, usually from 57.5 µM), for the others: at the highest dose activity, negative = inhibition, hits mostly inhibitors. hit rate 0.17% among 330,000. O15648;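 further: potency means the concentration at half of the fitted maximal effect; 0% = uninhibited 1x PFK enzyme wells and -100% = no-enzyme wells; nearly all actives have a fitted effect of over 60% in size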
#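 ADP-Glo luminescence quantified ADP after 45 min at room temperature, with 1.25 nM T. brucei PFK, 0.1 mM ATP and 0.5 mM fructose-6-phosphate in pH 8.0 TEA buffer. qHTS titrations up to 57 µM; curves classified by quality.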
# Integrin act MD = activates integrin-mediated alleviation for muscular dystrophy. alpha7betagal myoblasts, beta-gal FDG fluorescence, 48 h. Potency, µM (top dose mostly 38.3 µM), for the others: at the top dose activation, usual class: activators. hit rate 0.064% among 350,000. AID 624291;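 further: potency means the concentration at half of the fitted maximal effect; 100% = response of the positive control SU9516; nearly all actives have a fitted effect of over 60% in size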
#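 Alpha7betagal+/- myoblasts (passage 13) were plated 16-24 hr, then exposed to compounds (1:260 dilution of DMSO stock) for 48 hours at 37C. After MPER lysis, β-galactosidase reporter activity was read as FDG fluorescence (ex 480/em 540) after 30 minutes.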
# TSHR antag = human thyrotropin receptor antagonism; TSHR-expressing cells, TSH-stimulated cAMP HTRF, 2 h; active compounds read low; activity change, negative = inhibition, % at 11.5 µM; hit rate 0.2% among 330,000;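 active means activity change below a set negative limit, meaning inhibition stronger than a set level, cut at about -70% in these data; inconclusive means activity change between two set negative limits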; further: on the % scale 0 is the no-effect control and ±100 the full control effect
# Target sequence (P16473 whole entry, looked up): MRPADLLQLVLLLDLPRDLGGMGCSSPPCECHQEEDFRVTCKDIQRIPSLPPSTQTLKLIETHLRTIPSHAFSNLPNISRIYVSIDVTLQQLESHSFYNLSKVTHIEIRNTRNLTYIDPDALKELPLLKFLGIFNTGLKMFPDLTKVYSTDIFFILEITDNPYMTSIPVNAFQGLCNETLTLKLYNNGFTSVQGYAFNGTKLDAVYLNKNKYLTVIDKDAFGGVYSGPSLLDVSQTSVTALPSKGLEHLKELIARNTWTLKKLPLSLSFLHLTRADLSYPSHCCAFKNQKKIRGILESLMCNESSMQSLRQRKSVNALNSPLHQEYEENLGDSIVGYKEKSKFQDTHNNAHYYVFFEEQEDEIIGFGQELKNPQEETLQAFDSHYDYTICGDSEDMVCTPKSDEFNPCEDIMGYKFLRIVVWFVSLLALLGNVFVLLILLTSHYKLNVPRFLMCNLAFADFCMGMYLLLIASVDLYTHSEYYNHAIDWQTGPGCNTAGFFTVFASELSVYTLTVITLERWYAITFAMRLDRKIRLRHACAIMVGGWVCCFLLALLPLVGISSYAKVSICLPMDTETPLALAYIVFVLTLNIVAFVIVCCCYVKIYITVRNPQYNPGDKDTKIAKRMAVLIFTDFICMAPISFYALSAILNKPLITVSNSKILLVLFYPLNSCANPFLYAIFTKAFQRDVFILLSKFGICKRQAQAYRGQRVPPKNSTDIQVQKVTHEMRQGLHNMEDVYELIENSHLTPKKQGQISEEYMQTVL
#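 Antagonism was scored as loss of TSH-driven cAMP in TSHR cells, stimulated with 4nM TSH (EC80) for 2 hours at 37 deg C and detected by homogeneous HTRF competition immunoassay.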
# S-ASM inh = inhibitors of human secretory acid sphingomyelinase; P17405; Potency, µM (series often up to 57.5 µM), inactives show at the highest dose activity change, negative = inhibition, hits mostly inhibitors; placental ASM, HMU-PC fluorogenic substrate, 60 min; hit rate 0.006% among 340,000; further: potency means the concentration at half of the fitted maximal effect
#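 qHTS format. ASM enzyme prepared from human placenta hydrolyses the fluorogenic substrate HMU-PC0 (9 uM final) over 60 min at 37 °C after a 10 min compound preincubation.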
# Chronic BCR inh = inhibitors of chronic active B-cell receptor signaling. ABC-DLBCL IkBa-CBG/CBR reporter, luminescence ratio, 4 h. Potency, µM (doses to about 46.1 µM), for the others: top-dose ratio change, negative = lower green/red ratio, hits mostly inhibitors. hit rate 0.05% among 340,000. AID 493014; active means well fitted inhibition curve with a large enough effect in the signal ratio, with a control signal flat, not every such curve was filed as active; inconclusive means small, poorly fitted or top-dose-only effect, or effect the other way, or a change in a side signal; the % refers to the signal ratio;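 further: potency means the concentration at half of the fitted maximal effect; plate controls were basal doxycycline-induced cells for no effect and cells given 10 µM MG132 for full effect; MG132 reads +100%, hits lower the ratio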
#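 Cell line TMD8 (human ABC DLBCL), stably expressing tet-inducible CBG68-IkBa fusion and CBR; IMDM/0.5% FBS; cpd up to 46 uM; dox induction, 4 h, 37C/5% CO2; dual luminescence; green/red ratio; MG132 control.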
# Eya2 phos inh = blocks the phosphatase activity of human Eya2; O00167; recombinant Eya2, OMFP fluorescence dephosphorylation (OMFP is methylfluorescein phosphate); Potency, µM (series often up to 76.9 µM), for the others: top-dose activity, negative = inhibition, most hits filed as inhibitors; hit rate 0.006% among 330,000; AID 488837; further: potency means the concentration at half of the fitted maximal effect; on the % scale 0 is the no-effect control and ±100 the full control effect
#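 Eya2 (0.2 uM) preincubated 10 min at ambient with compound, then OMFP substrate added at 50 uM; 10 min reaction in 50 mM HEPES pH 7.5, 50 mM NaCl, 5 uM MgCl2, 0.05% BSA, 1 mM DTT. Fluorescence read at Ex 485/Em 525 nm.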
# Numbers without * were called inactive; u = inconclusive; x = not tested or not shown; [ ] = remark or other dose. Unless noted, the call rests on the fitted dose curve; in most records, active means well fitted curve in the direction sought with a large enough effect; inconclusive means small, poorly fitted or top-dose-only effect, or another doubt; inactive means no such curve, though single readings can be large; an effect the other way counts as inactive or inconclusive.
# Values run as follows: ELG1 repair inh	A-T KAP1 phos	Chronic BCR inh	Mito fusion yeast	TSG101-PTAP inh	TSHR antag	Eya2 phos inh	Tb PFK inh	TCR act	S-ASM inh	Integrin act MD
1: C/C=C\C=C/C(=O)Nc1cccc(C2=NOC3(C2)C[C@H](C(N)=O)N(C(=O)Cc2ccc([N+](=O)[O-])cc2)C3)c1 (stereo partly drawn)
    6%	-6%	-6%	25%	0%	-3	2%	-20%	3%	-4%	-8%
2: C/C(=N\NC(=O)CCc1c(C)n[nH]c1C)c1ccc([N+](=O)[O-])cc1
    1%	-19%	4%	-3%	-7%	12	-2%	-14%	5%	-2%	-24%
3: CCN(C(=O)COc1ccccc1)C1CCCCC1
    7%	4%	6%	-4%	-5%	16	-1%	2%	-3%	2%	u
4: CC1(C(=O)Nc2cccc(C(F)(F)F)c2)CO1 (stereo not drawn)
    u	10%	u	0%	x	-3	-21%	-3%	x	x	x
5: Cc1cc(O)c(CN2CCN(S(=O)(=O)c3cccs3)CC2)cc1C(C)C
    11µM*	3%	0%	13%	-1%	-4	0%	-12%	5%	-1%	-17%
6: OC(CNC1CCCC1)COc1ccc(F)cc1 (stereo not drawn)
    -6%	1%	0%	1%	-3%	-1	-20%	-2%	x	-1%	-36%[inhibitor]
7: Cn1c(-c2cc(Br)ccc2O)n[nH]c1=S
    5%	-7%	-7%	-4%	-6%	3	-23%	1%	x	-14%	12%
8: Cc1nonc1CC(=O)NC1CCCc2c1cnn2-c1ccc(F)cc1F (stereo not drawn)
    -11%	20%	1%	-1%	-5%	2	3%	0%	10%	18%	16%
9: Cc1cc(C)cc(NS(=O)(=O)c2ccc3c(c2)C(C)(C)C(=O)N3C)c1
    11%	10%	-1%	0%	-2%	0	-5%	-1%	0%	0%	9%
10: COc1ccc(OC)c(S(=O)(=O)N2CCC(C(=O)Nc3cccc(C)c3C)CC2)c1
    u	-1%	-1%	0%	-4%	0	-6%	6%	-5%	-2%	20%
11: Cc1ccc(NC(=O)/C(=C\c2ccccc2)NC(=O)c2ccco2)cc1
    41%	-8%	u	0%	-2%	-10	-4%	6%	4%	1%	-13%
12: Cc1nn(C)cc1/C=N/NC(=O)c1ccc2c(c1)OCO2
    u	2%	u	9%	-5%	1	-13%	0%[0.46 µM]	-4%	2%	2%
13: CC(=O)Nc1nonc1NC(=O)c1ccc(C(C)(C)C)cc1
    u	-5%	-10%	4%	2%	-1	13%	-3%	-22%	-3%	23%[7.66 µM]
14: CCN(CC)CCCn1c2c(c(SCC(=O)Nc3ccc(OC(F)(F)F)cc3)nc1=O)CCC2
    9%	13%	u	-1%	-2%	6	-15%	1%	0%	0%	-56%[inhibitor]
15: FC(F)(F)c1cccnc1Oc1ccc(C2=NCCS2)cc1
    u	u	u	2%	-4%	-8	6%	0%	-3%	4%	38%
16: COc1ccc(C2NC(=O)c3ccccc3N2)cc1OC (stereo not drawn)
    u	-1%	4%	-7%	-3%	4	14%	-2%	3%	57%[activator]	-24%
17: O=C1N=C(N2CCCC2C(=O)O)S/C1=C\c1ccco1 (stereo not drawn)
    11%	4%	-1%	-9%	-6%	-5	-23%	21%	0%	1%	0%
18: Cc1noc(C(=O)NCC2CCCO2)c1Cl (stereo not drawn)
    u	2%	-6%	-1%	-3%	-5	12%	3%	3%	5%	32%
19: CC(=O)Oc1ccc(-c2csc(Nc3ccc(Cl)cn3)n2)cc1
    u	17%	u	-17%	3%	-8	-6%	1%	12%	-6%	-41%
20: COc1ccc(C(=O)NCCCNC(=O)c2cccnc2)cc1Br
    14%	9%	-9%	2%	-6%	-6	9%	1%	-5%	0%	-17%
21: COC(=O)CSc1ccsc1C(=O)O
    30%	-1%	4%	-2%	-1%	6	-2%	1%	2%	1%	13%
22: Cc1c(C(C)O)nnn1-c1nonc1N (stereo not drawn)
    -17%	2%	0%	-4%	6%	-10	2%	1%	4%	4%	10%
23: O=C(Nc1nc2ccsc2c(=O)s1)c1ccc(F)cc1
    u	u	6%	0%	-1%	4	4%	0%	6%	15%	4%
24: CCCCC/C=C/C1=CC(=O)C[C@H](c2ccc3c(c2)OCO3)C1
    -23%	19%	u	26%	4%	-37	-24%	-3%	7%	-8%	-12%
25: Cc1c(C)c2ccc(Oc3ccc([N+](=O)[O-])cc3C(F)(F)F)c(C)c2oc1=O
    -4%	14%	1%	2%	0%	0	12%	1%	-10%	-3%	18%
26: COc1cccc(CNC(=O)C2CCN(S(=O)(=O)c3ccc4c(c3)CC(C)N4C(=O)C3CC3)CC2)c1 (stereo not drawn)
    -16%	7%	15%	18%	-4%	10	7%	1%	0%	-2%	31%
27: S=C(NCc1ccncc1)NC1CCCCC1
    -12%	-2%	5%	-4%	-5%	-12	-9%	-2%	2%	10%	2%
28: C/C(=N/NC(=O)c1ccncc1)c1c[nH]c2ccccc12
    u	2%	u	9%	-2%	3	2%	-8%	-143%	3%	6%
29: CC(=O)Oc1ccc(C(=O)Nc2ccccc2C(=O)Nc2cccc(C(=O)O)c2)cc1
    u	-3%	-20%	0%	0%	-17	13%	1%	-2%	4%	29%
30: Cc1ccc(C23CC4CC(CC(NC(=O)NCCN(C)C)(C4)C2)C3)cc1
    -5%	4%	-15%	-3%	-5%	-1	-8%	1%	9%	3%	-64%[inhibitor]
31: Cc1c(Br)c([N+](=O)[O-])nn1CC(=O)N1CCCc2ccccc21
    27%	-4%	u	9%	-3%	x	10%	30%	-2%	5%	25%
32: O=C(c1ccccc1Oc1ccccc1)N1CCN(c2ccccc2F)CC1
    -21%	1%	-5%	17%	-2%	-13	4%	1%	-3%	-1%	11%
33: O=[N+]([O-])c1cc2c(c(CSc3ncccn3)c1)OCOC2
    u	19%	0%	-3%	-9%	8	9%	1%	5%	0%	-10%
34: CC1CCCCN1C(=O)CCn1c(=S)oc2ccccc21 (stereo not drawn)
    -14%	6%	-8%	2%	-5%	-2	u	0%	-6%	-2%	2%
35: COc1ccc(N2C3=[N+](CCCC3)CC2(C)O)cc1 (stereo not drawn)
    -15%	-3%	7%	-1%	1%	-9	-9%	-4%	-4%	3%	-55%[inhibitor]
36: CC1CC2(C)Oc3ccccc3CC2C(C)C1CNCCCN(C)C (stereo not drawn)
    u	-1%	u	-26%	-1%	-3	2%	-6%	x	3%	-63%
37: COc1ccc(CCNC(=O)/C=C/C(=O)O)cc1
    12%	5%	-2%	-6%	1%	3	-3%	5%	-3%	3%	48%
38: CCN(c1ccccc1)S(=O)(=O)c1cccc(C(=O)NCc2ccncc2)c1
    -10%	9%	14%	0%	-2%	-20	-22%	-7%	-5%	3%	4%
39: CCOC(=O)Cc1csc(NC(=O)CSc2nccn2C)n1
    -15%	-4%	7%	0%	-2%	7	8%	0%	8%	-2%	-7%
40: O=C(CCc1nc2ccccc2c(=O)[nH]1)N1CCN(S(=O)(=O)c2ccc(F)cc2)CC1
    1%	10%	4%	1%	1%	-3	6%	5%	5%	-3%	0%
41: CCCC(=O)NNC(=O)CC(=O)Nc1ccccc1C(=O)O
    -6%	-4%	0%	-6%	5%	-5	-30%	0%	-1%	1%	-12%
42: CCCc1cnc(N2CCN(C(=S)NC)CC2)nc1
    u	3%	u	-1%	-1%	-3	14%	1%	-14%	-1%	6%
43: Cc1ccc(NC(=O)COC(=O)c2cc(Cl)ccc2Cl)c(Br)c1
    19%	2%	-4%	-3%	1%	-10	0%	0%	-5%[46.1 µM]	-1%	0%
44: COc1cccc(-c2nc3cc(C)ccc3o2)c1
    u	22%	u	-4%	-9%	12	-2%	-9%	4%	3%	-26%
45: CC(C)CCc1c(O)nc(SCC(=O)N2CCCCCC2)[nH]c1=O
    u	-1%	-7%	8%	x	-7	-11%	3%	x	x	x

# Screening results deposited in PubChem BioAssay by National Center for Advancing Translational Sciences (NCATS).
